Source: PubChem BioAssay
ATXN viability = reduces viability in counter-screen for ATXN expression inhibitors | S2 cells (HEK-293 line with an ATXN2-luciferase reporter) viability, CellTiter-Fluor protease fluorescence, 24 h | Potency, µM (titrated, usually from 56.7 µM), usual class: cytotoxic | hit rate 0.49% among 400,000 | AID 651635; note: potency is the fitted concentration of half-maximal effect; nearly all actives have a fitted effect of over 40% in size
A549 tox = kills or reduces viability of A549 cells in Nrf2 counter-screen | hit rate 0.16% among 390,000 | A549 ARE-Fluc cells, CellTiter-Fluor viability, 18-24 h | Potency, µM (series often up to 46 µM), for inactives: at the top dose activity change, negative = cytotoxicity, most hits filed as inhibitors; note: potency is the fitted concentration of half-maximal effect; % is set by controls: 0 for no effect and ±100 for the full control effect
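A549 ARE_Fluc cells in 5% FBS OPTI-MEM were exposed to compounds in concentration-response for 18-24 h at 37 deg C. Viability was read by CellTiter-Fluor fluorescence (Ex 405/Em 525) after 30 min, before the luciferase read.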
ATXN2 expr inh = reduces ATXN2 reporter expression in HEK-293 cells. hit rate 0.72% among 360,000. HEK-293 ATXN2-luciferase reporter, luminescence, 24 h. Potency, µM (top dose mostly 57 µM), inactives show at the highest dose activity change, negative = inhibition, hits mostly inhibitors; note: potency is the fitted concentration of half-maximal effect; % is set by controls: 0 for no effect and ±100 for the full control effect; nearly all actives have a fitted effect of over 55% in size
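ATXN2-luciferase reporter cells (luciferase flanked by upstream and downstream ATXN2 gene portions) were treated 24 h at 37 °C with compounds at up to 57 uM. SteadyGlo luminescence gave expression; GF-AFC fluorescence gave viability.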
TGFb SMAD3 inh = blocks TGF-b signaling; hit rate 1.2% among 410,000; Potency, µM (series often up to 46.1 µM), inactives show at the top dose activity, negative = inhibition, hits mostly inhibitors; HepG2 CAGA-GFP TGF-b/SMAD3 reporter, GFP fluorescence, 18 h; TGF-beta stimulated, 500 pg/mL final; note: potency is the fitted concentration of half-maximal effect; % is set by controls: 0 for no effect and ±100 for the full control effect; nearly all actives have a fitted effect of over 65% in size
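TGF-beta reporter screen: HEPG2 CAGA-GFP, 1% FBS, 500 pg/mL TGF-beta final, 18 h; per-cell GFP summed per well; curves fitted and categorized by class.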
EPAC2 ag = agonists of human EPAC2 (RAPGEF4); AID 720711; Q8WZA2; Potency, µM (top dose mostly 154 µM), without a hit: top-dose activation, most hits filed as activators; EPAC2 activation, biochemical qHTS; response scale: 100% = 6.5 mM cAMP response; hit rate 0.079% among 360,000; note: potency is the fitted concentration of half-maximal effect; nearly all actives have a fitted effect of over 50% in size
Target sequence (Q8WZA2 whole entry, looked up): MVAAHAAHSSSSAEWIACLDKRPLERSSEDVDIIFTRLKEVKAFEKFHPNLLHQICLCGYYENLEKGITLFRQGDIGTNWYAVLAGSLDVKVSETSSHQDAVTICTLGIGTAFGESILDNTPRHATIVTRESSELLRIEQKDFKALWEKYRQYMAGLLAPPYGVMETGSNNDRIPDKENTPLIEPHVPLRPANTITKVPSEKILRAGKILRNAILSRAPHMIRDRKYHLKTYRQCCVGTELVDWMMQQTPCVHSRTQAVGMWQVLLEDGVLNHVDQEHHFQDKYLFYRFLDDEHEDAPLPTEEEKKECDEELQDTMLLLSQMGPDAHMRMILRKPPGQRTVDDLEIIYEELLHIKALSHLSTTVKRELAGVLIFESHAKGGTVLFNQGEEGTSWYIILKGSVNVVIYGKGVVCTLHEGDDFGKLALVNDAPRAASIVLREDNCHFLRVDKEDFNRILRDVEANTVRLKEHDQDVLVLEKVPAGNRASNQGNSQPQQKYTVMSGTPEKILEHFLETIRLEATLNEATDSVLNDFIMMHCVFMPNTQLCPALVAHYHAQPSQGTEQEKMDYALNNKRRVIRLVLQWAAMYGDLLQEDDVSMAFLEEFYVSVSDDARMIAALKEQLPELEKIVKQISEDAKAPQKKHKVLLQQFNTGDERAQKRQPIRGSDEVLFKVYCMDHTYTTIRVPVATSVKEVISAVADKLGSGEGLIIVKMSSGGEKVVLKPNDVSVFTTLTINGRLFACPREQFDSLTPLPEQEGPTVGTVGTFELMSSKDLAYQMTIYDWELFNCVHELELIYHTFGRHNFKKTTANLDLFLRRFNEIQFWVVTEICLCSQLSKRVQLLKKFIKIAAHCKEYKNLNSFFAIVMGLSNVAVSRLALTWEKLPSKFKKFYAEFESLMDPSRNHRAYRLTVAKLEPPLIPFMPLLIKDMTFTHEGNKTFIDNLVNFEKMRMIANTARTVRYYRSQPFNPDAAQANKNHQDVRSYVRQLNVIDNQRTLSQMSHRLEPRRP
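Nucleotide exchange monitored as fluorescence drop when BODIPY-GDP leaves Rap1B. Reaction: 100 nM EPAC2, 250 nM RAP1B-BODIPY-GDP, 50 uM GDP, room temperature, kinetic read over 30 min. Activity expressed relative to 6.5 mM cAMP.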
Nrf2 inh = inhibitors of Nrf2 signaling; A549 ARE-Fluc reporter, luciferase luminescence, 18-24 h; Potency, µM (doses to about 46 µM), for inactives: top-dose activity change, negative = inhibition, actives largely listed as inhibitors; hit rate 2.1% among 360,000; AID 504444; note: potency is the fitted concentration of half-maximal effect; % is set by controls: 0 for no effect and ±100 for the full control effect; nearly all actives have a fitted effect of over 60% in size
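In this cell-based qHTS, ARE-driven firefly luciferase in A549 cells reports Nrf2 activity; the luminescent signal after BugLite lysis is the measured value, with a prior CellTiter-Fluor read for cell health.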
Nrf2 activator = activators of Nrf2 (ARE) signaling. AREc32 ARE-luciferase reporter (MCF7-derived line), luminescence, 24 h. Potency, µM (titrated, usually from 46.1 µM), inactives show top-dose activation, actives largely listed as activators. hit rate 0.31% among 410,000; note: potency is the fitted concentration of half-maximal effect; % of control where 0% means no effect; nearly all actives have a fitted effect of over 65% in size
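Luminescent ARE reporter assay in AREc32_Fluc cells: overnight plating at 37 deg C, 24 hr compound incubation, Steady-Glo added, 30 min RT before reading.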
HepG2 tox = counter-screen for TGF-b inhibitors: cytotoxicity in HepG2 cells; HepG2 CAGA-GFP viability, ATP luminescence, 18 h; Potency, µM (top dose mostly 46.1 µM), for the others: at the highest dose activity change, negative = cytotoxicity, actives largely listed as cytotoxic; hit rate 0.76% among 410,000; AID 588856; note: potency is the fitted concentration of half-maximal effect; some results filed as inactive show a strong effect at the top dose
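HepG2 CAGA-GFP cells (1000/well, DMEM with 1% FBS) received compound, then TGF-beta at 500 pg/mL final, and were incubated 18 hours at 37 degrees C. Viability was read by CellTiter-Glo luminescence. Media-only wells were set as complete cell-killing and DMSO as no toxicity.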
IL2 activator = activates IL-2 in a cell-based reporter assay | IL-2 activation reporter assay, cell-based qHTS; stimulated with anti-CD3/CD4/CD28 beads; in transgenic mouse T cells | activation, % (series mostly up to about 46 µM) | hit rate 0.065% among 360,000; in the data active = activation above about 50%; inconclusive = mostly about 30% to 49%; note: 0% is about no effect
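Quantitative HTS in unstimulated transgenic mouse T cells, with memory T cells as non-tolerant control and PMA/ionomycin as tolerance-bypass control. Compound pretreatment lasted 60 minutes before 18 h bead stimulation; EGFP/DsRed fluorescence read.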
Numbers without * were called inactive; i = inactive; u = inconclusive; x = not tested or not shown; [ ] = remark or other dose. Unless noted, calls come from the whole dose curve; as a rule, active = well fitted curve in the direction sought with a large enough effect; inconclusive = small, poorly fitted or top-dose-only effect, or another doubt; inactive = no such curve, though single readings can be large; an effect the other way counts as inactive or inconclusive.

No.	compound	ATXN viability	A549 tox	ATXN2 expr inh	TGFb SMAD3 inh	EPAC2 ag
1	CC1CCCCC1NC(=O)c1c(O)nc2ccccn2c1=O (stereo not drawn)	i	0%	-7%	-2%	-1%
2	CCOC(=O)c1cnc2c(ccc3ccccc32)c1Nc1ccc(OCC)cc1	i	-5%	7%	1%	x
3	NC(=O)CC1(c2ccccc2)CCCCC1	i	x	x	0%	7%
4	CN1CCN(c2ccccc2NC(=O)c2cc3ccccc3o2)CC1	i	-13%	-28%	-15%	13%
5	CSc1nc2ccc(NC(=O)CS(=O)(=O)c3ccccc3)cc2s1	i	x	x	-18%	10%
6	CCc1nnc(NC(=O)CSc2ncc(-c3ccccc3)[nH]2)s1	i	12%	18%	0%	2%
7	COc1ccc(C)cc1N(CC(=O)Nc1ccc(S(=O)(=O)N2CCCC2)cc1)S(C)(=O)=O	i	-9%	7%	-1%	0%
8	CCCN1C(=O)c2ccc(C(=O)Nc3ccccc3C(=O)O)cc2C1=O	i	14%	49%[activator]	-7%	1%
9	COc1ccc(OCCN2CCCC2)cc1Nc1nnc(Cl)c(Nc2ccccc2S(C)(=O)=O)n1	i	0%	u	-11%	12%
10	Cc1c(Cl)ccc2sc(N3CCN(C(=O)C(C)C)CC3)nc12	u	-2%	u	u	x
11	Cc1nnc(SCC(=O)NCc2ccccc2Cl)c2nn(-c3ccccc3)c(C)c12	i	7%	4%	-7%	x
12	COc1cc(Cn2c(-c3ccc(O)c(OC)c3)nc3ccccc32)ccc1O	i	1%	26%	2%	15%

No.	Nrf2 inh	Nrf2 activator	HepG2 tox	IL2 activator
1	-8%	-0.7%	3%	-0.9
2	1%	0.6%	5%	x
3	x	-1.2%	-35%	0.0
4	x	13%	-26%	-1.8
5	x	4.4%	-53%	2.1
6	x	0.6%	-12%	-1.5
7	u	0.1%	-25%	-1.3
8	u	1.3%	-8%	5.0
9	u	12%	-55%	0.9
10	x	0.3%	-33%	x
11	0%	0.3%	-7%	x
12	20%	4.7%	6%	0.8

(listing goes on)
No.	compound	ATXN viability	A549 tox	ATXN2 expr inh	TGFb SMAD3 inh	EPAC2 ag
13	O=C(Nc1cccnc1)C1CCCN1S(=O)(=O)c1ccc(Cl)c(Cl)c1 (stereo not drawn)	i	-2%	-7%	-17%	9%
14	Cc1ccc(NC(=O)CSc2ncn[nH]2)cc1C	x	-1%	x	-9%	x
15	CCCc1nnc(NC(=O)C(=O)NCCN(CC)CC)s1	i	0%	x	-7%	2%
16	CC(=O)N(C)C[C@H]1Oc2cc(Br)ccc2S(=O)(=O)N([C@H](C)CO)C[C@@H]1C	i	x	10%	-1%	-2%
17	O=C(COC(=O)c1cnccn1)Nc1ccc2c(c1)OCO2	i	-16%	3%	0%	13%
18	COc1cccc(NC(=O)COC(=O)CC2CC3CCC2C3)c1 (stereo not drawn)	i	13%	-35%	3%	18%
19	COc1ccc(C2=Nn3c(nnc3-c3ccccc3OC)SC2)cc1OC1CCOC1 (stereo not drawn)	u	-17%	-14%	2.8µM*	10%
20	CCN(CC)S(=O)(=O)c1ccc(OC)c(NC(=O)c2cccc(C)c2[N+](=O)[O-])c1	i	16%	-24%	u	6%
21	CCC1(C)OC(=O)N(CCCn2ccnc2C)C1(C)O (stereo not drawn)	u	2%	-1%	8%	2%
22	CCNC(=O)C(Cc1ccccc1)NC(=O)OCc1ccccc1 (stereo not drawn)	i	2%	5%	6%	0%
23	CCN(C(=O)C(C)OC(=O)C1C(C(=O)OC)=C(C)NC(C)=C1C(=O)OC)c1ccccc1 (stereo not drawn)	i	1%	-19%[11.3 µM]	0%	-2%
24	C[N+](C)(C)CCOC(=O)C1(c2ccccc2)CCCC1	i	-3%	0%	32%	-1%

No.	Nrf2 inh	Nrf2 activator	HepG2 tox	IL2 activator
13	u	-0.3%	4%	-1.4
14	x	3.4%	-28%	x
15	u	0.2%	0%	-0.4
16	x	-0.1%	-3%	-2.9
17	-7%	-0.8%	-14%	-0.3
18	16%	3.0%	-8%	1.8
19	u	0.0%	-18%	-0.5
20	u	0.2%	-26%	0.6
21	0%	-0.3%	9%	-0.3
22	29%	2.4%	0%	0.1
23	-25%	-1.4%	-9%	-1.3
24	5%	0.1%	6%	-1.1

Following part:
No.	compound	ATXN viability	A549 tox	ATXN2 expr inh	TGFb SMAD3 inh	EPAC2 ag
25	Cn1cc(C(N)=O)c2ccccc21	i	1%	2%	5%	5%
26	CC1CC(C)CN(S(=O)(=O)N2CCCC(C(=O)NC3CCCCC3)C2)C1 (stereo not drawn)	i	7%	-9%	-2%	-6%
27	COc1ccc(NC(=O)CSc2ncnc3c2cnn3Cc2ccccc2)cc1OC	i	0%	-16%	-1%	-4%
28	CCCCn1nc2cc(C(=O)NCCc3ccc(C)cc3)ccc2c1OCC	i	0%	5%	6%	3%
29	Cc1ccccc1OCC(=O)Nc1cc(S(=O)(=O)N2CCOCC2)ccc1N1CCCC1	i	6%	x	-21%	5%
30	Cc1ccc(C(=O)N(CC(=O)Nc2sc(C)c(C)c2C(N)=O)C2CCCC2)cc1	i	-17%	-17%	1%	1%
31	CC(=O)N1CCN(c2ccnc3cc(Cl)ccc23)CC1	i	2%	-30%	-4%	7%
32	CCOC(=O)c1cnc2ccc(Cl)cc2c1Nc1ccc(N2CCOCC2)cc1	i	-4%	-4%	6%	x
33	Cc1ccccc1OCC(=O)NCCC(=O)O	i	1%	-2%	-7%	3%
34	CCOC(=O)CCC(NC(=O)c1ccc(NCN2C(=O)CCC2=O)cc1)C(=O)OCC (stereo not drawn)	u	-12%[1.84 µM]	12%	2%	-1%
35	CN(CCc1cn[nH]c1)Cc1nc(C(c2ccccc2)c2ccccc2)no1	i	-2%	-9%	20%	4%
36	COCCNC(=O)C1CCC(=O)N1S(=O)(=O)c1ccc(C)cc1 (stereo not drawn)	i	2%	-10%	6%	14%

No.	Nrf2 inh	Nrf2 activator	HepG2 tox	IL2 activator
25	1%	-0.7%	-4%	-0.4
26	3%	0.3%	4%	-1.4
27	-22%	1.6%	-1%	-3.5
28	13%	-0.6%	-16%	-0.3
29	-22%	-2.1%	-13%	1.3
30	u	-0.2%	-10%	-0.2
31	u	0.3%	-4%	1.1
32	11%	5.1%	-2%	x
33	4%	-0.7%	-5%	-0.6
34	8%	0.1%	6%	-0.3
35	-2%	0.4%	0%	0.4
36	-30%	-0.1%	5%	1.4

The list continues:
No.	compound	ATXN viability	A549 tox	ATXN2 expr inh	TGFb SMAD3 inh	EPAC2 ag
37	CCN(CC)S(=O)(=O)c1cc(Cl)ccc1OC	i	1%	8%	10%	7%
38	Cc1ccc2cc(C(c3nnnn3C3CCCC3)N(Cc3ccccc3)Cc3ccco3)c(=O)[nH]c2c1 (stereo not drawn)	i	-16%	11%	u	11%
39	O=C(O)CSc1nc(-c2ccccc2)nc2c1oc1ccccc12	i	-8%	-18%	0%	2%
40	CCc1ccc(CN2CCC(Oc3ccc(C(=O)N4CCCCC4)cc3)CC2)cc1	u	1%	-4%	10%	16%
41	COc1ccc(NCC(=O)N/N=C(\C)c2cc3ccccc3o2)cc1	i	-5%	9%	u	8%
42	Cc1nnc(C)n1/N=C/c1ccc(-c2ccccc2)cc1	i	3%	1%	10%	12%
43	Brc1ccc(-n2c(SCc3nc4ccccc4[nH]3)nnc2-c2ccncc2)cc1	u	1%	-7%	-1%	0%
44	Cc1ccc(C2NNC(=O)C2NC(=O)c2ccccc2)cc1 (stereo not drawn)	i	4%	68%[activator]	-12%	6%
45	O=C(c1cn(-c2ccccc2)nc1-c1ccc(Br)cc1)N1CCOCC1	i	6%	-4%	-7%	8%
46	CCc1ccc(N=C2NC(=O)/C(=C/c3cc(OC)c(OC)c(OC)c3)S2)cc1	i	-13%	u	u	-13%
47	O=C(O)CCn1c(SCCOc2ccccc2F)nc2ccccc21	i	8%	x	-2%	5%
48	CN1C(=O)c2ccccc2Sc2ccc(NC(=O)N3CCN(c4ccccc4F)CC3)cc21	x	-1%	x	2%	x

No.	Nrf2 inh	Nrf2 activator	HepG2 tox	IL2 activator
37	4%	0.3%	-1%	-4.3
38	-23%	0.3%	8%	2.3
39	-13%	2.8%	-30%	-1.8
40	-11%	6.2%	-35%	-1.0
41	8%	2.9%	0%	-1.0
42	-12%	4.8%	-33%	0.0
43	10%	0.0%	8%	-3.8
44	x	0.3%	0%	0.3
45	0%	-0.4%	-7%	0.9
46	u	2.3%	-93%	-4.0
47	u	6.6%	-6%	2.8
48	u	0.5%	-8%	x

Compounds 37 to 41, quoted:
No.	compound	ATXN viability	A549 tox	ATXN2 expr inh	TGFb SMAD3 inh	EPAC2 ag
37	CCN(CC)S(=O)(=O)c1cc(Cl)ccc1OC	i	1%	8%	10%	7%
38	Cc1ccc2cc(C(c3nnnn3C3CCCC3)N(Cc3ccccc3)Cc3ccco3)c(=O)[nH]c2c1 (stereo not drawn)	i	-16%	11%	u	11%
39	O=C(O)CSc1nc(-c2ccccc2)nc2c1oc1ccccc12	i	-8%	-18%	0%	2%
40	CCc1ccc(CN2CCC(Oc3ccc(C(=O)N4CCCCC4)cc3)CC2)cc1	u	1%	-4%	10%	16%
41	COc1ccc(NCC(=O)N/N=C(\C)c2cc3ccccc3o2)cc1	i	-5%	9%	u	8%

No.	Nrf2 inh	Nrf2 activator	HepG2 tox	IL2 activator
37	4%	0.3%	-1%	-4.3
38	-23%	0.3%	8%	2.3
39	-13%	2.8%	-30%	-1.8
40	-11%	6.2%	-35%	-1.0
41	8%	2.9%	0%	-1.0
